PrPC TRFRET = cell surface PrPC inhibition, primary TR-FRET screen. TR-FRET read-out. inhibition, % at 13.8 µM. 370,000 tested, 0.43% active. AID 720596; in the data active = inhibition above about 24%; also: 0% = median of the test wells and 100% = reference compound wells
SARS 3CLpro inh = SARS-CoV 3CLpro protease inhibition; P0C6X7; recombinant SARS-CoV 3CLpro, quenched FRET peptide cleavage; inhibition, % at 6 µM; 290,000 tested, 0.14% active; AID 1706; in the data active = inhibition above about 12%
PfHsp40 yeast = rescue of PfHsp40-mediated yeast toxicity. S. cerevisiae expressing PfHsp40, growth rescue, ATP luminescence. growth rescue, % at 12.5 µM. 340,000 tested, 0.68% active. AID 504582; in the data active = growth rescue above about 28%, passing the limit was not always enough; inconclusive = no clear call, values can overlap the other calls;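 also: yeast W303a lacking pdr1 and pdr3 grown in galactose medium; growth measured after three days at 30 °C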
Y pestis TopoI = Y. pestis Topo-I inhibition via cleavage products; activity, % at 10 µM; AID 504884; 360,000 tested, 0.064% active; Y. pestis Topo-I cleavage product accumulation, plate reader; in the data active = activity above about 50%, passing the limit was not always enough; inconclusive = no clear call, values can overlap the other calls; also: inactives centre near 2
Vc quorum ag = inducers of Vibrio cholerae quorum light production without autoinducers; V. cholerae BH1578 lux reporter, luminescence, 6 h; activation, % at 18.7 µM; 350,000 tested, 0.16% active; in the data active = activation mostly above about 9.7%, no sharp cut-off; inconclusive = no clear call, values can overlap the other calls; inactive = mostly below about 3.7%; also: not every result past the cut was called active; inactives centre near 0; reference of the scale not given here
TcdB inh = TcdB glycohydrolase inhibition; AID 652162; 350,000 tested, 0.24% active; inhibition, % at 9.99 µM; P18177; TcdB glycohydrolase enzymatic assay, plate reader; in the data active = inhibition above about 10%
Anthrax LF prot = anthrax lethal factor protease inhibition; P15917; multiplex microsphere protease cleavage assay, LF; inhibition, % at 10 µM; 360,000 tested, 0.12% active; AID 588501; also: plate controls were buffer without enzyme for full effect and enzyme alone for no effect
Target sequence (P15917 whole entry, looked up): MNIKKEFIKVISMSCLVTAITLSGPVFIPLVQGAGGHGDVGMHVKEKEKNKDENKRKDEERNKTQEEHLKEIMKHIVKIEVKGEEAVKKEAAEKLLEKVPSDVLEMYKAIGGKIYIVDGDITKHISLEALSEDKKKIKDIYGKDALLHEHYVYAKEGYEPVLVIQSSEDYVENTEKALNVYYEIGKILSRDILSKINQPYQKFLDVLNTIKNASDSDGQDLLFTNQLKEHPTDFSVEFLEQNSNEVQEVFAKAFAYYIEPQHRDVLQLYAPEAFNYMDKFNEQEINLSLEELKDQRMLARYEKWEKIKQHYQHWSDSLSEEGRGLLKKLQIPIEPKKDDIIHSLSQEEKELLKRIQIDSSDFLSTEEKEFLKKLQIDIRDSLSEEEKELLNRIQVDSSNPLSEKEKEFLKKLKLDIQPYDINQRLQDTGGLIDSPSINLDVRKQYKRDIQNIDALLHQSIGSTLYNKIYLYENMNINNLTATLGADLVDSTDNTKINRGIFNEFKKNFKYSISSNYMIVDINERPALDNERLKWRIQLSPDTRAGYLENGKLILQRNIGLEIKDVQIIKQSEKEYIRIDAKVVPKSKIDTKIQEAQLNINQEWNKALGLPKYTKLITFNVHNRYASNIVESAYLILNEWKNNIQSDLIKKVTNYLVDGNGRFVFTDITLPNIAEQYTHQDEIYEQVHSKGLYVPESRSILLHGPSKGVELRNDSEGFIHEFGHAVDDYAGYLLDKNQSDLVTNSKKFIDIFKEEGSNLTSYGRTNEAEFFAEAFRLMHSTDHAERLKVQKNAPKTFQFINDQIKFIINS
BoNT A protease = blocks Botulinum neurotoxin A light chain protease; multiplex microsphere protease substrate cleavage, flow cytometry; inhibition, % at 10 µM; 360,000 tested, 0.17% active; also: plate controls were buffer without enzyme for full effect and enzyme alone for no effect
SSB-PriA inh = blocks PriA binding to SSB C-terminal tail. AlphaScreen SSBct-PriA binding, biotinylated peptide. inhibition, % at 33 µM. 430,000 tested, 0.6% active. AID 1272365; in the data active = inhibition mostly above about 37%, no sharp cut-off; inactive = mostly below about 20%;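 also: plate controls were negative control peptide for no effect and reference peptide for full effect; strong numbers were not always called active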
* = called active by the depositor; i = inactive; ? = inconclusive; nt = no result given; & = joins results of further samples. Rule as the data show it, unless noted: active = inhibition above about 30%; inconclusive = no clear call, values can overlap the other calls; inactive = below that. The list is partial; count on the stated rates, not on these rows.

SMILES	PrPC TRFRET	SARS 3CLpro inh	PfHsp40 yeast	Y pestis TopoI	Vc quorum ag	TcdB inh	Anthrax LF prot	BoNT A protease	SSB-PriA inh
Cc1cc2nc3n(c2cc1C)CC1CC(C(=O)NCc2ccco2)N(C)C31 (stereo unspecified)	-3.8	nt	-0.7	-1.4	i	-1.0	1.0	-0.4	-5.0
CCCCCCNC(=O)CCNS(=O)(=O)c1ccc(C)cc1	-9.9	-0.3	-1.8	6.1	-1.5	2.8	1.7	-0.5	-7.1
O=[N+]([O-])c1cccc(/C=N/n2c(-c3cccnc3)n[nH]c2=S)c1	2.4	4.2	-0.7	4.1	i	nt	-0.3	-0.4	nt
Cc1cc(C)n(-c2ccc(NC(=O)C3CCCCN3C(=O)c3cccs3)cc2)n1 (stereo unspecified)	-4.5	5.9	3.6	18.6	-1.5	1.3	-0.2	0.4	-3.1
CCc1nc(N2CCN(CC(=O)NCC3CCCO3)CC2)c(C#N)c2c1COC(C)(C)C2 (stereo unspecified)	0.1	2.1	0.2	8.0	1.2	1.0	?	?	-5.0
CCC(C)[C@H](NC(=O)C1CC(=O)N(c2ccc(OC)cc2)C1)C(=O)N1CCCCC1 (stereo partly specified)	-7.9	-2.0	-1.1	1.8	-0.3	0.9	-0.5	0.1	13.8
Cn1nc(C(C)(C)C)c([N+](=O)[O-])c1C(=O)NC1CCCCC1	-0.8	-2.4	-0.7	0.5	0.5	1.3	-0.6	0.5	-8.6
COc1ccc(-c2nn(-c3ccccc3)cc2C(=O)N(C)CC(=O)Nc2cccc(F)c2)cc1	-7.0	nt	2.0	3.2	-4.2	1.0	3.0	1.4	6.0
COc1ccc(NS(=O)(=O)c2ccc(OC)c(NC(=O)CCC3CCCC3)c2)cc1	10.5	5.2	0.6	30.6	i	nt	1.4	0.1	-8.1
Cc1cccc(NC(=O)c2ccc(S(=O)(=O)N3CCOCC3)cc2)c1C	4.2	-0.4	-1.9	1.1	-0.6	1.0	1.1	0.1	1.7
CCOc1ccc(N2CC(C(=O)Nc3cc(S(=O)(=O)N4CCCCC4)ccc3C)CC2=O)cc1 (stereo unspecified)	-1.0	nt	2.4	-5.1	i	0.9	-5.3	0.9	1.6
O=C(COc1ccccc1/C=C\c1nc(O)c([N+](=O)[O-])c(=O)[nH]1)Nc1ccccc1	-8.9	2.1	-2.0	5.3	-0.4	0.6	0.4	0.0	-2.9
COc1cc(NS(=O)(=O)c2ccc(NC(=O)Cc3ccccc3)cc2)nc(OC)n1	0.5	2.8	0.6	-6.4	i	0.7	0.7	-0.7	11.9&-8.0
CCOC(=O)C1(C(C)(C)CC)CC(CSc2nc3ccccc3[nH]2)OC1=O (stereo unspecified)	4.9	-0.7	69.2*	48.1	i	nt	-3.7	0.5	-16.6
CCOC(=O)CNC(=O)C(CC(C)C)NC(=O)C1CCCCC1 (stereo unspecified)	-5.8	1.8	-1.8	-12.2	i	nt	-0.3	0.5	-12.1
CC(=NNC(=O)c1cccs1)c1ccc2c(c1)OCCO2	1.1	nt	0.0	17.6	i	0.8	-1.4	0.0	-1.5
CCCNC(=O)C1(CC2CC(c3ccccc3)=NO2)CCN(C(=O)Cc2ccc(F)cc2)CC1 (stereo unspecified)	-9.7	nt	0.1	21.4	-19.1	-8.0	-0.2	0.2	-12.8
CCC(=O)N1N=C(c2cccc(NS(C)(=O)=O)c2)CC1c1cccs1 (stereo unspecified)	5.0	1.7	0.1	-2.2	-0.1	1.5	-2.2	-0.7	-7.4
CCNc1nc(NCC)nc(SCCOC(=O)c2ccccc2)n1	8.9	-0.9	-0.4	-6.0	nt	nt	-3.8	-0.1	-19.2
O=C(CCl)Nc1cn(-c2ccccc2)nc1-c1ccccc1	-0.8	11.9	2.7	6.3	-0.3	1.6	1.2	0.1	-0.3
Cc1cccc(C)c1NC(=O)[C@@]1(CC(=O)O)CC(/C=C/c2ccccc2)=NO1	0.8	-3.2	-0.3	-9.1	-1.2	-0.2	0.0	1.7	7.5
Cc1ccc(C(=O)NC(=S)Nc2ccccc2C(F)(F)F)c(C)c1	-8.6	-0.6	0.0	19.2	11.1	nt	-5.5	0.4	-5.4
Cc1ccc(NC(=O)C2CCN(S(=O)(=O)c3c(C)[nH]c(=O)[nH]c3=O)CC2)cc1	1.4	-2.3	1.9	3.3	i	0.4	0.4	-0.5	-9.3
COc1ccc(-n2c(SCC(=O)NCC3CCCO3)nc3c(c2=O)SC(C)C3)cc1 (stereo unspecified)	-5.3	-7.9	-0.7	5.5	-9.2	-0.2	-3.7	0.2	nt
C[C@H]1CN([C@@H](C)CO)S(=O)(=O)c2ccc(C#Cc3ccccn3)cc2O[C@@H]1CN(C)C(=O)C1CC1	-4.4	nt	nt	7.3	i	1.0&-0.5	-1.8	1.1	nt
Next entries:
SMILES	PrPC TRFRET	SARS 3CLpro inh	PfHsp40 yeast	Y pestis TopoI	Vc quorum ag	TcdB inh	Anthrax LF prot	BoNT A protease	SSB-PriA inh
O=C1NC[C@@H](Cc2cccc3ccccc23)N(CCCCC2CCCCC2)C1=O	1.2	nt	0.5	33.2	-3.6	-3.5	-5.5	-0.5	-5.5
CSCC[C@H](NC(=O)Nc1cccc(Br)c1)C(=O)O	1.8	-2.4	-1.3	7.1	0.0	0.3	-7.6	0.2	6.4
COc1ccc(C(=O)Nc2cc(OC)cc(OC)c2)cc1	8.5	1.2	1.8	3.9	-0.7	nt	-2.7	1.4	-8.0
c1ccc(-c2cc3c(nn2)CCc2nonc2-3)cc1	-25.8	3.5	-0.2	-0.3	i	nt	-0.8	-0.2	-7.6
COc1ccc(NC(=O)C(Cc2ccccc2)NC(=O)c2ccco2)cc1OC (stereo unspecified)	-7.1	4.2	-0.6	-6.9	-0.4	nt	-3.2	0.0	-6.3
CCOC(=O)CC1C(=O)NCCN1C(=O)c1ccc(Cl)cc1Cl (stereo unspecified)	7.8	-2.5	-0.7	-0.1	i	-5.8	-18.3	-1.1	-4.7
O=C(N/N=C\c1cccc(OC(=O)c2ccco2)c1)c1ccc2c(c1)OCO2	4.6	2.9	0.3	13.0	-0.2	nt	1.1	-0.9	nt
CCCNC(=O)N1CCN(S(=O)(=O)c2ccc(C)cc2)CC1	-8.2	2.6	-0.7	1.0	-6.7	nt	-11.3	0.5	2.7
CCNS(=O)(=O)c1ccc(NC(=O)CC(C)c2ccccc2)cc1 (stereo unspecified)	11.2	-0.2	-0.5	0.6	0.2	0.9	0.0	-0.6	-18.3
O=C(c1ccc(C(F)(F)F)cc1)N1CCCCC1	-2.1	1.4	-0.8	-0.9	i	nt	-0.1	0.3	-9.0
Cc1cc(NC(=O)c2cccs2)n(-c2ccccc2)n1	-4.5	2.7	-1.1	5.5	i	nt	-2.1	2.0	-13.5
CCOC(=O)CSc1nnc(NC(=O)c2cccc([N+](=O)[O-])c2C)s1	-5.6	-1.8	-1.2	1.8	-0.8	nt	-0.1	-0.3	-3.1
CCCCCCCCCCCCS[C@H]1CS(=O)(=O)C[C@@H]1O	9.9	2.5	0.5	-3.8	-1.2	2.4	11.3	?	-8.6
Cc1cc(C)n(-c2ccc(C(=O)O)cc2)n1	0.1	-1.8	0.3	-13.1	-0.3	nt	0.5	-0.5	9.0&-12.6
Cc1nn(C(=O)N2CCOCC2)c(C)c1CN1C(=O)c2ccccc2C1=O	-5.4	1.7	-0.4	3.9	-0.2	nt	-1.0	-0.7	-5.6
O=C(O)C1C2C=CC(O2)C1C(=O)Nc1cccc(C(F)(F)F)c1 (stereo unspecified)	11.3	5.6	-1.2	2.3	i	-3.4	-7.5	-5.6	-20.9
O=C(NCc1ccco1)c1cc2sccc2n1Cc1ccc(F)cc1	-3.6	-8.0	1.2	18.9	i	nt	-5.1	?	-27.0
COc1ccc(Cl)cc1NC(=O)CN1CCN(S(=O)(=O)N2CCCCC2)CC1	0.4	0.8	-0.8	3.5	-1.5	0.8	-15.7	-2.7	-13.4
COc1ccccc1C(=O)Oc1cc(N)n(S(=O)(=O)c2ccccc2)n1	-4.1	2.0	-0.1	3.1	0.0	1.3	1.0	0.6	-17.0
COc1ccc(COC(=O)C2CC(=O)N(Cc3ccc(C)cc3)C2)cc1 (stereo unspecified)	nt	-1.0	-0.8	9.8	0.7	nt	nt	nt	-3.2
CC(C)NC(=O)CCc1nnc(Cc2cccc(C(F)(F)F)c2)o1	-4.3	4.0	0.0	-2.9	-0.2	1.0	-0.7	-2.5	-10.4
CC(C)[C@@H](C(=O)NCC1CCC(C(=O)O)CC1)n1nnc2ccccc2c1=O (stereo partly specified)	0.8	-5.9	2.2	6.2	-1.6	nt	-2.2	-0.3	-2.6
CCOc1ccc(N2C(=O)CC(SCCN)C2=O)cc1 (stereo unspecified)	9.6	1.6	0.1	10.5	-0.3	nt	-4.3	2.6	-14.3
Cc1cc(C)cc(OCCCOc2cccc3cccnc23)c1	9.8	4.5	?	-4.3	-0.3	nt	-2.3	-0.2	-30.2
CCn1ccnc1CN1CCCC(C(=O)c2cc(Cl)ccc2OC)C1 (stereo unspecified)	0.6	2.2	-0.2	-0.6	i	0.6	3.1	-0.7	3.9
Additional structures follow.
SMILES	PrPC TRFRET	SARS 3CLpro inh	PfHsp40 yeast	Y pestis TopoI	Vc quorum ag	TcdB inh	Anthrax LF prot	BoNT A protease	SSB-PriA inh
COc1ccc(Br)cc1/C=C/c1ccc2cccc(O)c2n1	-16.2	-0.1	-0.4	3.4	i	1.3	-7.7	1.0	-6.8
COC(=O)C(NC(=O)c1ccccc1)=C1C=C(C)OC(C)=C1	-5.0	-2.5	-0.1	2.1	0.6	nt	4.2	0.0	-2.5
CCOC(=O)/C=C1\NC(=O)C(C)S1 (stereo unspecified)	2.4	3.1	-0.1	0.3	-0.7	nt	-11.2	-0.3	-14.1
COC(=O)C1=C(CSc2nccn2C)NC(=O)NC1c1cc(C)ccc1C (stereo unspecified)	6.2	-4.1	-1.9	2.3	-4.2	-0.1	-2.5	-1.3	3.7
COc1ccc(C(F)(F)F)cc1N/C=C\c1nnnn1-c1ccccc1	-2.9	-2.1	-0.6	-7.5	-0.1	nt	-4.4	-1.3	-12.7
Cc1noc(C)c1S(=O)(=O)N(C)C[C@H]1OCCCC[C@H](C)Oc2ccc(NC(=O)CCCN(C)C)cc2C(=O)N([C@H](C)CO)C[C@@H]1C	-6.0	nt	nt	3.6	i	0.6&0.8	-4.1	0.2	nt
CCOC(=O)C1=C(c2ccccc2)Nc2ncnn2C1c1cccc(O)c1 (stereo unspecified)	2.6	5.3	0.0	3.4	-3.7	2.7	-0.4	-0.7	-0.6
Cc1ccc2oc(=O)c3cnn(CC(=O)Nc4ccccc4N4CCN(C)CC4)c3c2c1	6.2	-0.4	0.5	-3.5	-0.3	0.7	6.0	-0.6	-6.7
CC(NC(=O)COc1ccccc1)C(=O)N1CCN(c2ccc(F)cc2)CC1 (stereo unspecified)	-0.1	nt	0.8	9.2	-1.4	-1.0	0.2	-0.1	-6.1
CCOc1ccc(NC(=O)c2ccccc2NC(=O)CN(C)CC(=O)Nc2ccc(C)cc2)cc1	9.7	2.8	-1.0	45.0	i	nt	-12.2	-0.5	-2.5
CC12CCC(C(=O)N(NC(=O)c3cccnc3)C1=O)C2(C)C (stereo unspecified)	6.5	3.4	-0.6	-3.9	-0.4	nt	-0.6	0.4	-2.3
O=C(Nc1cccc(Br)c1)c1ccccc1-c1ccccc1	5.8	4.2	0.7	12.8	-0.2	nt	-2.9	-0.7	-54.0
O=S(=O)(Nc1ccc(-n2cnnn2)cc1)c1ccc(Cl)s1	1.5	nt	1.2	4.3	i	3.0	-8.7	0.5	-5.5

3 entries picked at random from those above:
SMILES	PrPC TRFRET	SARS 3CLpro inh	PfHsp40 yeast	Y pestis TopoI	Vc quorum ag	TcdB inh	Anthrax LF prot	BoNT A protease	SSB-PriA inh
CCOc1ccc(NC(=O)c2ccccc2NC(=O)CN(C)CC(=O)Nc2ccc(C)cc2)cc1	9.7	2.8	-1.0	45.0	i	nt	-12.2	-0.5	-2.5
O=S(=O)(Nc1ccc(-n2cnnn2)cc1)c1ccc(Cl)s1	1.5	nt	1.2	4.3	i	3.0	-8.7	0.5	-5.5
CCOC(=O)/C=C1\NC(=O)C(C)S1 (stereo unspecified)	2.4	3.1	-0.1	0.3	-0.7	nt	-11.2	-0.3	-14.1

Compound activity: PubChem BioAssay, several laboratories
